697 NFkB inh – inhibitors of the PMA/ionomycin-induced NF-kB reporter in 697 B cells; 330,000 tested, 0.33% active; inhibition, % at 4 µM; 697 B-cell NF-kB luciferase reporter, 16 h; in the data active means inhibition above about 35%
Gli-Sufu block – antagonists of Gli-Sufu signaling | 340,000 tested, 0.74% active | Sufu-KO-LIGHT fibroblasts, Gli luciferase reporter luminescence | inhibition, % at 5 µM | AID 588413;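 active means inhibition above about 55%, limit read from the data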;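 further: 0% = DMSO-treated cells and 100% = wells with medium but no cells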
CCR6 antag – antagonists of human CCR6 receptor | CHO-K1 CCR6 PathHunter beta-arrestin, luminescence, CCL20-stimulated | P51684 | inhibition, % at 20 µM | AID 493098 | 340,000 tested, 0.49% active;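 active means compounds whose inhibition of the agonist-driven luminescence signal at 20 µM reaches about 50%, limit read from the data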;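 further: cells stimulated with CCL20 at 14 nM final; plate controls were DMSO with CCL20 for no effect and DMSO without agonist for full effect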
Target sequence (P51684 whole entry, looked up): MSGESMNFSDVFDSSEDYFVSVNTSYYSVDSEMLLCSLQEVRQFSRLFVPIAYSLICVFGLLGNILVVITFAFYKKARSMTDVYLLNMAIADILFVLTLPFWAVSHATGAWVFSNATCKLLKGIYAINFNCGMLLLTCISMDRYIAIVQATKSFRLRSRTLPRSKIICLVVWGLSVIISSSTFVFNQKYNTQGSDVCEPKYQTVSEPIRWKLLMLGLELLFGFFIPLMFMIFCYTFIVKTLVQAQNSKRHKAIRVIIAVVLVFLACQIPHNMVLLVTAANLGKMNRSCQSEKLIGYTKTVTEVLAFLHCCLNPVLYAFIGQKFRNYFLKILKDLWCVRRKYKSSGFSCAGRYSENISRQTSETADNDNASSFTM
EBI2 block – EBI2 (human) antagonism; 360,000 tested, 0.81% active; AID 651636; inhibition, % at 5 µM; EBI2 beta-arrestin recruitment, luminescence, 7a,25-OHC stimulated; P32249; in the data active means inhibition above about 38%;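 further: enzyme fragment complementation signal reports receptor beta-arrestin coupling in cells; 0% = agonist plus DMSO wells and 100% = wells without agonist; some results beyond the cut were filed as inactive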
Target sequence (P32249 whole entry, looked up, the tested form may be a part): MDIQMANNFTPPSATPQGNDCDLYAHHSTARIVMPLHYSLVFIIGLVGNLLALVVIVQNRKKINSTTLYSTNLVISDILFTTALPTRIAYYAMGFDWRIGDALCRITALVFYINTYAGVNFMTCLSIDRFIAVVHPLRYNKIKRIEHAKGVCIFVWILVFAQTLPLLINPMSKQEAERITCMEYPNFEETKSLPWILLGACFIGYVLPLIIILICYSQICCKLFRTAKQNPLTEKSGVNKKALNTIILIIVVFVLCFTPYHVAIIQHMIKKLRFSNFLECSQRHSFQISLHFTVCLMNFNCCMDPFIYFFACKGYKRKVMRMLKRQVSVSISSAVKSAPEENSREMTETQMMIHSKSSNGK
Jurkat NFkB inh – lowers PMA/ionomycin-induced NF-kB signal in Jurkat cells | PMA/ionomycin-induced NF-kB luciferase reporter, luminescence | inhibition, % at 4 µM | 330,000 tested, 0.53% active | AID 435003
Apaf1 inhib – inhibitors of human Apaf-1 apoptosome; inhibition, % at 20 µM; 330,000 tested, 0.71% active; reconstituted apoptosome caspase-3 activity, DEVD-Rh110 fluorescence; O14727; active means inhibition of at least 40% at 20 µM;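 further: plate controls were DMSO wells for no effect and DEVD-CHO caspase inhibitor wells for full effect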
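Material: reconstituted apoptosome with Apaf-1, cytochrome c, caspase-9, procaspase-3, dATP. Technique: Rh110 fluorescence intensity. Buffer or medium: pH 7.5 Hepes buffer with CHAPS, BSA, DTT. Times: 30 min plus 50 min, RT.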
SENP8 block – inhibitors of human SENP8 protease; Q96LD8; purified SENP8, Z-RLRGG-aminoluciferin cleavage, luminescence; inhibition, % at 10 µM; 330,000 tested, 1.2% active
UBC13 polyUb – blocks human UBC13 polyubiquitin chain formation; TR-FRET; inhibition, % at 20 µM; 330,000 tested, 0.47% active; in the data active means inhibition above about 45%, passing the limit was not always enough
Target sequence (P61088 whole entry, looked up): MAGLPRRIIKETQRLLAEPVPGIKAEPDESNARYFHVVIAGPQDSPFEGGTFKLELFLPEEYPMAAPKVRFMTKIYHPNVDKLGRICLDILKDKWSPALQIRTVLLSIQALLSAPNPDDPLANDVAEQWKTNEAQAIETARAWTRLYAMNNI
Starred values were filed as active, the others as inactive. Unless noted, no stated cut-off is given here; in the data, active means inhibition above about 50%; inactive means the rest.

The first 3 compounds, to show the layout:
SMILES | 697 NFkB inh | Gli-Sufu block | CCR6 antag | EBI2 block | Jurkat NFkB inh | Apaf1 inhib | SENP8 block | UBC13 polyUb
CCCCNC(=O)CSc1nc2cc(OC)c(OC)cc2c(=O)n1Cc1ccc(OC)cc1 | 9 | 7 | -6 | -2 | 9 | -10 | -8 | -6
COc1ccc(NC(C)=O)cc1NC(C)C(=O)Nc1cccc2ccccc12 (stereo not given) | 9 | 0 | 1 | -3 | 15 | -2 | -2 | -4
COc1ccc(C(c2c(C)[nH]n(C(N)=S)c2=O)C(C#N)C#N)cc1 (stereo not given) | -11 | -2 | 4 | -9 | -3 | 4 | -3 | -27

This part in full, from the first entry:
SMILES | 697 NFkB inh | Gli-Sufu block | CCR6 antag | EBI2 block | Jurkat NFkB inh | Apaf1 inhib | SENP8 block | UBC13 polyUb
CCCCNC(=O)CSc1nc2cc(OC)c(OC)cc2c(=O)n1Cc1ccc(OC)cc1 | 9 | 7 | -6 | -2 | 9 | -10 | -8 | -6
COc1ccc(NC(C)=O)cc1NC(C)C(=O)Nc1cccc2ccccc12 (stereo not given) | 9 | 0 | 1 | -3 | 15 | -2 | -2 | -4
COc1ccc(C(c2c(C)[nH]n(C(N)=S)c2=O)C(C#N)C#N)cc1 (stereo not given) | -11 | -2 | 4 | -9 | -3 | 4 | -3 | -27
COc1ccc(N2CCN(C(=O)CN(c3cccc(Br)c3)S(C)(=O)=O)CC2)cc1 | 4 | -3 | 0 | 11 | 11 | -18 | -3 | 1
O=C(CC(c1ccccc1)c1cc(Cl)ccc1O)NCCCN1CCOCC1 (stereo not given) | 14 | -1 | 10 | -11 | -12 | -7 | -7 | 2
C1=C(C(c2nnnn2C2CCCCC2)N2CCCCC2)COc2ccccc21 (stereo not given) | 20 | 12 | 15 | 10 | 13 | -12 | 4 | -2
COc1ccc(NC(=O)/C=N/O)cc1 | -2 | -2 | 4 | -3 | -18 | 2 | 4 | -4
Cc1c([N+](=O)[O-])cc(C(=O)Nc2ccc3ncccc3c2)cc1[N+](=O)[O-] | -5 | -5 | -6 | 3 | -19 | -6 | -9 | -6
O=C(Cc1ccccc1)c1ccccc1C(=O)N1CCCCC1 | 8 | 20 | 6 | -3 | -19 | -2 | 1 | 7
COc1ccc(OC)c(S(=O)(=O)Nc2ccccc2O)c1 | 6 | 11 | 7 | -11 | -9 | -1 | 7 | 2
CC(=O)c1ccc(NC(=O)C2CC2c2ccccc2)cc1 (stereo not given) | -6 | 0 | 17 | -15 | -4 | -16 | 5 | -6
Cc1ccc(C2C(=O)c3ccccc3C2=O)cc1 | 5 | -1 | 10 | -4 | -9 | 5 | 14 | 3
O=C(NCC(=O)N1CCCCCC1)c1ccc(Br)cc1 | -12 | -9 | 16 | -13 | -29 | -3 | -1 | 5
Nc1c(C(=O)NCc2ccco2)nnn1CC(=O)Nc1ccccc1 | -32 | 12 | 12 | -2 | -24 | 9 | -4 | -9
COc1ccc(C=NNC(=O)c2cc(C)oc2C)cc1O | -26 | -30 | 3 | -9 | 5 | 2 | 80* | -20
CN(C)C=C1C(=O)c2ccccc2C1=O | -15 | 9 | -13 | -4 | -27 | -20 | -8 | -11
O=C(c1cc(-c2ccccc2)nn1-c1ccccc1)N1CCN(S(=O)(=O)c2ccc(F)cc2)CC1 | -3 | 7 | 3 | 4 | -4 | 25 | 0 | -2
COc1ccc(S(=O)(=O)Nc2ccc3c(c2)n(C)c(=O)n3C)cc1C | 11 | 35 | 7 | -6 | 4 | 36 | -9 | 2
Cc1ccc(Oc2nc3ccccn3c(=O)c2/C=C(\C#N)C(=O)Nc2c(C)n(C)n(-c3ccccc3)c2=O)c(C)c1 | -40 | -1 | 7 | 63* | -7 | 12 | -6 | -11
Cc1nonc1C1CCCN1C(=O)c1cc(COc2ccc(F)cc2F)on1 (stereo not given) | -73 | -64 | 2 | -6 | -94 | 8 | -1 | 17
COc1ccccc1NC(=O)Cc1noc(CSc2nnc(C(F)(F)F)n2C)n1 | 12 | -6 | 7 | 0 | -6 | -15 | 5 | 0
Cc1ccc(/C=C/c2nnc(-c3cccs3)o2)cc1 | -120 | -65 | 22 | 17 | -85 | -1 | 86* | 5
O=C(/C=C/c1ccco1)Nc1ccccc1C(=O)Nc1cccc(C(=O)O)c1 | 11 | 4 | 4 | -10 | -6 | -23 | -4 | 6
CCOC(=O)CNC(=O)CCNS(=O)(=O)c1ccc2c(c1)c(=O)n(C)c(=O)n2C | -4 | -1 | -5 | 1 | -16 | -10 | 1 | -4

Exported as labelled records: entries from further up.
CCOC(=O)CNC(=O)CCNS(=O)(=O)c1ccc2c(c1)c(=O)n(C)c(=O)n2C
  697 NFkB inh: -4
  Gli-Sufu block: -1
  CCR6 antag: -5
  EBI2 block: 1
  Jurkat NFkB inh: -16
  Apaf1 inhib: -10
  SENP8 block: 1
  UBC13 polyUb: -4
Cc1ccc(Oc2nc3ccccn3c(=O)c2/C=C(\C#N)C(=O)Nc2c(C)n(C)n(-c3ccccc3)c2=O)c(C)c1
  697 NFkB inh: -40
  Gli-Sufu block: -1
  CCR6 antag: 7
  EBI2 block: 63*
  Jurkat NFkB inh: -7
  Apaf1 inhib: 12
  SENP8 block: -6
  UBC13 polyUb: -11

(cont.)
SMILES | 697 NFkB inh | Gli-Sufu block | CCR6 antag | EBI2 block | Jurkat NFkB inh | Apaf1 inhib | SENP8 block | UBC13 polyUb
O=C(O)c1nccnc1C(=O)NCc1csc2ccc(Cl)cc12 | 15 | 0 | -2 | -2 | 15 | -7 | -3 | 0
C=CCOc1ccc(C2=NO[C@@H]3[C@@H]4C[C@@H]([C@H]5C(=O)N(C)C(=O)[C@@H]45)[C@H]23)cc1 | -12 | 0 | 9 | 5 | 9 | -10 | 1 | 2
COc1ccccc1/C=C1\SC(=S)N(CCC(=O)NNC(=O)c2ccccc2OC)C1=O | -3 | -6 | 14 | -5 | 7 | 26 | -5 | -7
COc1ccc(Nc2cc(Nc3cc(OC)c(OC)c(OC)c3)ncn2)cc1 | 29 | 11 | 2 | 7 | 14 | 0 | 6 | 55*
CC(C)c1cc(CN2CCN(CCC#N)CC2)cc(C(C)C)c1O | -12 | 4 | 3 | -5 | 3 | 9 | -14 | 2
CC(C)(C)OC(=O)N1CCC(c2cc(-c3cccs3)n[nH]2)CC1 | -13 | 57* | -2 | 4 | 0 | 8 | 9 | 2
Cc1nc(-c2ccc(F)cc2)c(CC(=O)N(C)CC(=O)Nc2ccccc2Cl)s1 | -12 | 22 | -6 | 3 | -9 | 12 | 12 | 3
COc1ccccc1C(=O)NCCC(=O)NNC(=O)Cn1ccc(C(F)(F)F)n1 | -12 | -3 | -19 | -13 | 1 | 1 | -8 | 8
COc1cccc(NC(=O)CN(C)C(=O)c2cn(-c3ccccc3)nc2-c2cccs2)c1 | -26 | 6 | -5 | 7 | 2 | 23 | -4 | -10
CCOC(=O)[C@H]1[C@H]2COc3ccc(OC)cc3[C@@H]2N2C(=O)CN(C)C(=O)[C@@]12C | 6 | -7 | -1 | -5 | -4 | -6 | 0 | 4
Clc1ccc(Nc2nc(-c3cccs3)cs2)nc1 | -73 | -182 | -18 | 8 | -85 | 12 | 11 | 10
Cc1nc2ccccc2c2c1C(=O)N(C(C)C)C2=O | -5 | 1 | 2 | -1 | 10 | -1 | -4 | 1
O=S(=O)(c1ccccc1)N1C2CCC1CC(O)(c1cccnc1)C2 (stereo not given) | 13 | -4 | -8 | -16 | 1 | -3 | 2 | 8
CC(NC(C)c1ccccc1Cl)C(=O)Nc1cccc(S(=O)(=O)N2CCCCC2)c1 (stereo not given) | 10 | 19 | -1 | 1 | -2 | 17 | -5 | 15
CCC(C)(C)n1nnnc1C(C(C)C)N(CCN1CCOCC1)Cc1cc2cccc(C)c2[nH]c1=O (stereo not given) | 2 | 2 | 10 | 3 | 4 | -3 | 3 | 9
CCOC(=O)N/N=C\c1ccc(OC/C=C/c2ccccc2)cc1 | -1 | -2 | 1 | 2 | -55 | 8 | -2 | -3
O=C(OCCNC(=O)c1cc2ccccc2oc1=O)c1cccnc1 | 5 | 6 | 2 | -8 | 9 | 2 | -4 | 0
CCOC(=O)c1c(CSC(=N)N)n(C)c2cc(Br)c(OC(C)=O)cc12 | -26 | 2 | 15 | 11 | 13 | -7 | 5 | 32
Cc1nc(SCC(=O)c2ccc(F)cc2)n[nH]1 | -31 | 9 | 27 | -21 | -17 | -5 | -5 | -10
Cc1cccc2nc(-c3cccc(NC(=O)Cc4ccccc4)c3)cn12 | 5 | -2 | 14 | 11 | 8 | 8 | 0 | 23
COc1ccccc1CNC(=O)CCN=C1NS(=O)(=O)c2ccccc21 | 15 | -3 | 7 | 1 | -7 | -2 | -9 | -2
O=S(Cc1cc(Oc2ccccc2)nc(-c2ccccc2)n1)c1ccccc1 (stereo not given) | 1 | 13 | 12 | 12 | 4 | 19 | -4 | 7
COc1cc(/C=C2\CCc3c2nc2ccccc2c3C(=O)O)cc(OC)c1OC | -83 | -6 | 7 | -10 | -25 | 2 | -5 | 11
CCOC(=O)n1c(=O)oc2cc(S(=O)(=O)N3CCOCC3)ccc21 | 13 | -5 | -8 | -5 | -2 | 0 | -8 | 11
COc1ccccc1OCC(=O)OCC(=O)Nc1sccc1C(N)=O | -16 | 10 | 12 | -6 | 0 | -4 | -16 | 4
CCC(C)NCCCCOc1ccc(C)cc1[N+](=O)[O-] (stereo not given) | 9 | 9 | -14 | -6 | 11 | -28 | -1 | 5
COc1ccccc1NS(=O)(=O)c1cc(Cl)ccc1OC | -4 | 11 | 3 | -7 | 6 | -3 | -5 | 6
Cc1nc2ccc(C(=O)NCc3ccc4c(c3)OCO4)cc2s1 | -14 | -79 | 21 | -1 | -7 | 9 | -8 | -5
COCCn1c(=NC(=O)CSCC(=O)NC2CCCCC2)sc2cc(OC)ccc21 | -24 | -13 | 10 | 14 | -4 | 16 | 2 | -7
Cc1ccc(C)c(NC(=S)NCCc2ccc(S(N)(=O)=O)cc2)c1 | -17 | 4 | 16 | -7 | -4 | 15 | -2 | -7
O=C(CSc1nc(-c2ccco2)cc(C(F)(F)F)n1)N1CCN(Cc2ccccc2)CC1 | -1 | -2 | -7 | 0 | 0 | 20 | 12 | 9
CC(=O)N1CCn2c3c(c(=O)c4cc(C)ccc42)CCC31 (stereo not given) | -1 | -7 | 27 | 7 | 12 | 73* | 43 | -14
Cc1ccccc1N(CC(=O)NC1CCCC1)C(=O)CS(=O)CC(=O)Nc1ccc2c(c1)OCO2 (stereo not given) | 13 | 2 | -5 | 4 | 8 | -5 | 3 | 12
Cc1ccc(N(C(=O)C2CCC(=O)N2)C2(C(=O)NC3CCCCC3)CCCCC2)cc1 (stereo not given) | 14 | -2 | 2 | -7 | 4 | 15 | -4 | 5
COc1cc2cc(CN(CCc3cccc(C)c3)C(=S)NCCCN3CCOCC3)c(=O)[nH]c2cc1OC | 6 | 22 | 7 | 2 | -2 | 8 | 3 | 25
COC(=O)N1CCN(c2ccc(C(C)=O)cc2)CC1 | 14 | -3 | -8 | 0 | 0 | 10 | -3 | -8
CCNC(=O)OCC(CC)NC(=O)OCC(C)C (stereo not given) | 11 | 8 | 5 | 8 | 8 | -1 | 7 | 6
COc1ccc(S(=O)(=O)n2cnc3ccccc32)cc1OC | 12 | 1 | 8 | -7 | 4 | -1 | 4 | 3
COc1ccc(C(=O)/C=C2/c3ccccc3CC(C)(C)N2C)cc1 | -48 | 34 | 16 | -14 | 61* | 15 | -6 | -9
Cc1cc(C)n(-c2ccc(-n3ccnc3)nn2)n1 | -2 | 1 | -7 | -6 | -2 | -33 | 3 | -3
CC(C)(C)NC(=O)/C(=C\c1ccc(Br)cc1)NC(=O)c1cccs1 | 10 | 2 | -8 | 4 | 15 | 7 | 4 | -1
COCCn1c(SCC(=O)Nc2cc(C)on2)nc2cc(Cl)ccc2c1=O | 8 | -7 | 0 | -13 | -11 | -30 | -1 | 11
CCc1nnc(NC(=O)COc2ccc([N+](=O)[O-])cc2)s1 | 15 | 2 | 13 | -5 | -1 | 2 | -3 | 0
Cc1ccccc1S(=O)(=O)Cc1ccc(C(=O)N2CCN(c3cccc(C)c3C)CC2)o1 | -82 | 2 | -15 | -3 | 51* | 17 | -1 | 1
Cc1onc(-c2ccccc2Cl)c1C(=O)OCC(=O)c1ccc[nH]1 | -1 | -14 | 3 | 1 | -2 | 10 | 2 | -1
COc1ccccc1N1CCN(Cc2cc3c(cc2O)OCO3)CC1 | 1 | -2 | 8 | 5 | -7 | 6 | 0 | 1

Screens deposited in PubChem by Sanford-Burnham Center for Chemical Genomics.

The list is partial; count on the stated rates, not on these rows.
